Screening results as filed in PubChem BioAssay.
DYRK1A inh – inhibitors of rat Dyrk1A kinase; Q63470; 0.43% of 310,000 active; ADP-Glo luminescence, NFATc1 peptide; AID 504441; inhibition, % at 12.5 µM; in the data active means inhibition above about 50%;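 further: plate controls were vehicle with enzyme for no effect and no enzyme for full effect; many of its hits are not listed in these tables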
KLF5 inhibitor – inhibitors of KLF5 expression. DLD-1 KLF5 promoter-luciferase reporter, luminescence. inhibition, % at 5 µM. 0.23% of 290,000 active. AID 1700;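 active means inhibition above a per-plate limit of that plate's mean compound inhibition plus 3 SD, cut at about 60% in these data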;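 further: 0% = DMSO wells and 100% = LY294002 at 200 µM; higher means less KLF5 promoter-driven luciferase light; inactives centre near -14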
HSF1 inh – HSF1 inhibition; NIH3T3-HGL HSE-luciferase, MG132-induced, luminescence 8 h; active compounds read low; activity change, negative = inhibition, % at 7.5 µM (by protocol); 0.77% of 300,000 active; AID 2098;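 active means more than half of replicate wells show activity change below -50%, luminescence cut by over half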;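 further: luciferase reports HSF-1 transcriptional activity via heat shock element; 0% = median of DMSO wells and -100% = zero luminescence signal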
GSK3beta inhib – inhibitors of human GSK3beta kinase | P49841 | 0.038% of 300,000 active | activity score (negative = inhibition), % at 10 µM | GST-GSK3beta kinase, ADP-Glo luminescence, 60 min; active compounds read low | AID 2097;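 active means more than half of replicate wells score below -50%, meaning over 50% inhibition versus plate controls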;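 further: 0% = median DMSO wells and -100% = median GW8510 positive control wells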
Target sequence (P49841 whole entry, looked up): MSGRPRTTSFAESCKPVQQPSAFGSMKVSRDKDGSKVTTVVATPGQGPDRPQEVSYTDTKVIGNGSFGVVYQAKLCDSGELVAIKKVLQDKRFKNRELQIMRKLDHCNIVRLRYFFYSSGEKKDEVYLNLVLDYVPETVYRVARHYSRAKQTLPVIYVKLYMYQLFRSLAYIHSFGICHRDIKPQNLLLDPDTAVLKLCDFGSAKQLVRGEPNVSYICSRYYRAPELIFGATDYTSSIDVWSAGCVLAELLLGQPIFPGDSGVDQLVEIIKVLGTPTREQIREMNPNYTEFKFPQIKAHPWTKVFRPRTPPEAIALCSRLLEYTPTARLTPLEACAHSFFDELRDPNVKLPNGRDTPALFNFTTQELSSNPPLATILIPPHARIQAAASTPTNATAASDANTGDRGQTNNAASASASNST
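Assay system: GST-tagged human GSK3beta kinase, cell-free; Input: 1.6 ng GSK3beta; Medium: Tris/MgCl2 kinase buffer; Timing: 60 min enzyme reaction, room temperature; Signal: ADP-Glo luminescence quantifying ADP generated by kinase; Evaluation: score relative to plate controls; Benchmarks: DMSO neutral wells and GW8510 at 20 µM as positive.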
GSK3 alpha inh – inhibitors of human GSK-3 alpha kinase. ADP-Glo luminescence, 60 min. inhibition, % at 10 µM. 0.1% of 320,000 active;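 in the data active means inhibition above about 50%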;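 further: GST-tagged GSK-3 alpha with peptide substrate and 25 µM ATP; 0% = DMSO neutral wells and 100% = GW8510 positive control wells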
Target sequence (P49840 whole entry, looked up): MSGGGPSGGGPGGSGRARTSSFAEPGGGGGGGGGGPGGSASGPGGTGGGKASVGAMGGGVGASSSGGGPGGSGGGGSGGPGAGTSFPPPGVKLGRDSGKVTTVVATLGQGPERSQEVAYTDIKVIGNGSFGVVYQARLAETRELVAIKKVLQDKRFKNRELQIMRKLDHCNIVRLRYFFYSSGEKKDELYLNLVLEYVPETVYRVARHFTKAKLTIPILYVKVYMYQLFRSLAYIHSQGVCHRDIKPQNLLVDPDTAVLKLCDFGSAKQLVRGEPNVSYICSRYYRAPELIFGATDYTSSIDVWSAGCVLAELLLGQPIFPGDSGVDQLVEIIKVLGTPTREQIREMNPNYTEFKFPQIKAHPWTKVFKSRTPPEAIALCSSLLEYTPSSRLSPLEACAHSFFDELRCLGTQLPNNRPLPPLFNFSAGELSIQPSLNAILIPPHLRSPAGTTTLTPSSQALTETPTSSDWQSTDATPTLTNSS
aSyn UTR inh – 5' untranslated region of α-synuclein, MLPCN primary screen; AID 1813; alpha-synuclein 5'UTR reporter, inhibitor activity; 0.82% of 300,000 active; inhibition, % (tested at 7.5 µM); in the data active means inhibition above about 60%;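 further: H4 neuroglioblastoma cells stably carrying SNCA 5'UTR luciferase fusion; 0% = DMSO wells and 100% = positive control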
HSF-1 act – increases HSF-1 driven luciferase reporter signal; NIH3T3-HGL HSF-1 luciferase reporter, MG132, 8 h; 100% = twice DMSO control signal; activation, % at 9 µM; 1.7% of 300,000 active; AID 504408;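 active means mean replicate activation of at least 50% with a set share of replicates each reaching 50%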;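 further: 0% = median of the neutral control wells and 100% = twice that signal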
IEC-6 tox – IEC-6 cytotoxicity, counter-screen for KLF5 inhibitors. luminescence viability. inhibition, % at 5 µM. 0.78% of 290,000 active. AID 1825; in the data active means inhibition above about 22%;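 further: 0% = plate median of test compound wells and 100% = cytotoxic reference compound wells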
HSP90 refold inh – blocks HSP90-mediated luciferase refolding in reticulocyte lysate. Rabbit reticulocyte lysate, luciferase refolding luminescence, 3 h. inhibition, % at 5.6 µM. 0.91% of 290,000 active. AID 1789;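 active means inhibition above the screen-wide mean plus 3 SD, computed separately per campaign, cut at about 16% in these data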;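 further: 0% = DMSO wells and 100% = 60 µM geldanamycin wells; inhibitors lower the luminescence because luciferase stays unfolded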
Platelet DG rel – platelet dense granule release activity; human platelet-rich plasma, SFLLRN dense granule ATP release, luminescence; 0.22% of 300,000 active; inhibition, %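 (compounds screened at 7.5 µM in platelet-rich plasma)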;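 active means mean replicate score, as percent of positive control, at or above 50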
Active calls of the source: *; x = no result given; & = joins results of further samples.

Below each SMILES – DYRK1A inh, KLF5 inhibitor, HSF1 inh, GSK3beta inhib, GSK3 alpha inh, aSyn UTR inh, HSF-1 act, IEC-6 tox, HSP90 refold inh, Platelet DG rel
1: CC(=O)c1cccc(NC(=O)N2CCCC2C(=O)NCCc2ccccc2)c1 (stereo unspecified)
  -2, -17, 7, 4, -1, -10, 2, 1, -3, 0
2: COc1ccc(CNC(=O)c2c([S-])n(-c3ccc(C)cc3)c3cccc[n+]23)cc1
  2, 0, 19, 2, 1, -9, 46, 1, 5, -13
3: O=C(N1CCOCC1)n1nnc2ccccc21
  -3, -7, -6, -1, -1, 39, 9, 3, 2, 1
4: O=C1C=C(O)C(n2cncn2)C(c2cc(F)ccc2F)C1 (stereo unspecified)
  x, -10, -7, -2, -6, 6, -2, -3, 1, 6
5: COc1cc(C(=S)N2CCOCC2)cc(Br)c1OS(=O)(=O)c1ccccc1
  8, -17, -3, -1, 10, 2, 17, 4, 6, -1
6: CN(Cc1cnc2nc(N)nc(N)c2n1)c1ccc(C(=O)N[C@@H](CCC(=O)O)C(=O)O)cc1
  1&4, x, 5, -1, 0&2, 78*, 7, x, x, -6
7: CCc1ccc(CNC(=O)CCc2nnc(CCc3ccc(OC)cc3)o2)nc1
  -45, -41, -10, -1, -1, 12, -24, 1, 1, 0
8: COc1ccc(CCNC(=O)CSc2ncnc3c2oc2ccccc23)cc1OC
  -4, -8, 0, -2, -3, -3, 5, 6, -2, 1
9: CCn1c2ccccc2c2cc(NC(=O)CSc3nnc(-c4ccccc4)o3)ccc21
  4, -28, -1, 4, x, -155, 18, 9, 1, 1
10: Cc1nnc2c(N3CCN(C(=O)c4ccco4)CC3)nc3ccccc3n12
  5, -28, -1, -1, -3, 22, 7, 9, -4, -2
11: O=C(NCCCN1CCCC1=O)c1ccccc1NS(=O)(=O)c1ccc(F)cc1
  -10, -9, -3, 0, -2, -13, -5, 0, 1, 6
12: Cc1ccc(C)c(NS(=O)(=O)c2cc3c4c(c2)CC(=O)N4CCC3)c1
  -2, -14, 8, 0, -2, 1, 15, 0, -3, 4
13: CCOC(=O)C1CCCN(C(=O)c2ccc(CNS(=O)(=O)c3ccc(C)cc3)cc2)C1 (stereo unspecified)
  x, -36, -6, -3, 0, 2, -11, -1, 4, -2
14: CCC(C)NCCOCCSc1ccc(Cl)cc1 (stereo unspecified)
  4, 2, -9, -1, -1, 2, 12, -5, -1, -2
15: CC(=O)c1cnc(Nc2ccc(C)cc2)s1
  0, -89, 22, -21, 11, -122, 29, -8, -2, 4
16: Cc1ccc(C(=O)OCC(=O)NCCN2C(=O)CSC2=O)cc1
  3, -37, 2, 0, -2, -16, 16, 1, 3, 0
17: Cc1c(CC(=O)O)c(=O)oc2cc(OCc3ccc(F)cc3F)ccc12
  -2, 1, -5, 4, -5, -4, 8, 6, 6, -1
18: COc1ccc(C(=O)N(c2ccc(C)cc2)C2C=CS(=O)(=O)C2)cc1OC (stereo unspecified)
  5, -2, -2, -1, -6, -2, -2, -1, -4, -12
19: CC(=O)Nc1ccc(NC(=O)c2cc([N+](=O)[O-])cc([N+](=O)[O-])c2)cc1
  11, -41, -3, 3, -1, 5, -4, -5, 4, 4
20: COc1ccccc1N1CCN(C(=O)CN(c2ccccc2OC)S(=O)(=O)c2ccccc2)CC1
  0, -2, x, -2, 0, -7, x, 4, 1, 1
21: Cc1ccc(NC(=O)C2C3CCCC2C3c2ccccc2)c(C)c1 (stereo unspecified)
  0, -2, 8, 4, -2, 42, 4, 3, 7, 9
22: COCc1cc(C)nc2sc(C(=O)Nc3ccc(C(=O)OC)cc3)c(N)c12
  x, -22, -4, -4, -3, -35, 5, 10, 0, -7
23: O=C(Nc1ccccc1F)Nc1cccc2ccc(O)cc12
  16, -45, 33, -3, 9, -31, 49, 2, 5, -5
24: COc1ccc(OC)c(NC(=S)N(CCc2c(C)[nH]c3ccc(C)cc23)Cc2cccs2)c1
  10, 8, 9, 1, 1, -11, 11, 8, 8, 8
25: COC(=O)/C(C#N)=C/c1ccc(C)o1
  -6, -2, 4, -3, -7, 8, -9, -2, 0, 8
26: COc1ccc(Cn2c(=O)[nH]c3cc(C(=O)Nc4ccc(N5CCN(C)CC5)cc4)ccc32)cc1
  2, -43, 4, 0, 1, 5, 11, -3, -1, 8
27: Cc1cc(NC(=O)CSc2cn(CC(=O)N(C(C)C)C(C)C)c3ccccc23)no1
  1, -6, 2, 2, -4, 16, 14, 0, -3, -12
28: Cc1cc(C(=O)CN2C(=O)C(=O)N(CC(C)C)C2=O)c(C)n1-c1ccccc1F
  0, -20, 1, 4, -3, -13, 4, -10, -1, 1
29: O=C(NNC(=O)c1c(F)cccc1F)c1ccccc1-n1cccc1
  -2, 6, -17, 1, -2, -13, 2, -4, 0, 4
30: CCOc1ccc(CN(C)C(C)C(=O)NCc2ccccc2)cc1 (stereo unspecified)
  -3, -26, -3, 8, -1, 9, 12, 2, 1, -9

Complete entries from above. Order of screens: DYRK1A inh | KLF5 inhibitor | HSF1 inh | GSK3beta inhib | GSK3 alpha inh | aSyn UTR inh | HSF-1 act | IEC-6 tox | HSP90 refold inh | Platelet DG rel
`COc1ccc(CCNC(=O)CSc2ncnc3c2oc2ccccc23)cc1OC` is listed with -4 | -8 | 0 | -2 | -3 | -3 | 5 | 6 | -2 | 1
`O=C(NNC(=O)c1c(F)cccc1F)c1ccccc1-n1cccc1` is listed with -2 | 6 | -17 | 1 | -2 | -13 | 2 | -4 | 0 | 4
`CN(Cc1cnc2nc(N)nc(N)c2n1)c1ccc(C(=O)N[C@@H](CCC(=O)O)C(=O)O)cc1` is listed with 1&4 | x | 5 | -1 | 0&2 | 78* | 7 | x | x | -6

Later entries
Below each SMILES – DYRK1A inh, KLF5 inhibitor, HSF1 inh, GSK3beta inhib, GSK3 alpha inh, aSyn UTR inh, HSF-1 act, IEC-6 tox, HSP90 refold inh, Platelet DG rel
31: CC(=O)NC1=NN(C(C)=O)C2(CCCCC2)S1
  -1, -3, -1, 0, 2, 12, -6, 7, -2, 0
32: CCOC(=O)CNc1nc(C(C)(C)C)nc2c1nnn2Cc1ccccc1Cl
  13, -28, 8, -1, 1, 24, 16, 2, 6, -5
33: O=C(CSc1nnnn1-c1ccccc1)N1CCNC1=O
  0, -41, -6, 2, -1, -12, 8, -1, -2, 14
34: Cc1cc(NC(=O)Nc2ccc(F)cc2F)n(C)n1
  -2, -16, x, 0, -3, 18, x, 0, 0, 1
35: O=C(CNC(=S)NC(=O)c1ccc(Cl)cc1)c1ccccc1
  5, -32, -2, 1, -1, -31, -7, -5, -2, -9
36: O=C(CN(Cc1ccccc1)S(=O)(=O)c1ccc(Cl)cc1)NCC1CCCO1 (stereo unspecified)
  1, 2, 1, 1, -1, 6, 29, -1, 0, -8
37: c1ccc(-c2nc(-c3ccncc3)no2)cc1
  12, -47, 15, -1, 2, -141, 26, 0, -3, 8
38: CN(CCN1CCOCC1)Cc1nc(-c2ccccc2)no1
  20, -21, -7, 0, -3, -13, 5, 2, 5, -1
39: Cc1cc(S(=O)(=O)Nc2c(NC3CCCCC3)c3ccccc3oc2=O)ccc1F
  -5, 0, 20, 2, -2, 22, 11, 7, 9, 5
40: COc1ccc2[nH]cc(C(O)CN3CCN(c4ccccc4)CC3)c2c1 (stereo unspecified)
  x, -20, -4, 3, x, -6, -19, 0, 0, 5
41: O=C(OCc1nc2ccccc2s1)c1cccc(S(=O)(=O)N2CCOCC2)c1
  3, -17, 19, -1, 0, -59, 23, -4, 1, 0
42: COc1ccc(NC(=O)NC2CCCCCCC2)cc1
  -5, -134, 20, 2, 4, -139, 24, 8, 5, -12
43: CCN(CC)C(=O)C1CCCN(C/C(C)=C/c2ccccc2)C1 (stereo unspecified)
  -3, -14, 2, 3, -1, 20, -10, -1, -4, 1
44: COc1ccc(C(C(=O)NC2CCCCC2)N(C(=O)c2snc(C(N)=O)c2N)c2ccc(OC)cc2OC)cc1 (stereo unspecified)
  3, 14, 4, -3, -1, 36, 13, -1, 6, -9
45: Cc1ccccc1CN(C)CC(=O)NC(C)CCc1ccccc1 (stereo unspecified)
  x, -35, -3, 5, -4, -10, -2, 2, 2, 1
46: O=C(CSc1nnc(-c2ccc(F)cc2)o1)NC1CCCCC1
  x, -62, -6, -2, -1, -11, -13, 1, 1, -2
47: O=C(CCN1CCN(Cc2ccccc2)CC1)Nc1cccc(Cl)c1
  -3, -11, 0, -1, 2, -9, -3, 2, 3, 3
48: CC1(C)CC2CC(C)(CN2C(=O)c2cccs2)C1 (stereo unspecified)
  5, -34, -2, 0, -3, 10, 15, -9, 0, -2
49: O=C(CSc1nccc(=O)[nH]1)Nc1cccc2ccccc12
  -2, -32, 2, -1, -2, -1, 4, -2, 0, -12
50: Nc1c(NCc2ccccc2)c2ccccc2oc1=O
  -9, -19, 7, -1, 1, -16, 11, 0, -3, -6
51: N#Cc1nc(COc2ccc(F)cc2)oc1N1CCN(Cc2ccccc2)CC1
  0, 13, -3, 4, -2, 10, -1, 5, 1, -22
52: CN(Cc1ccccc1)S(=O)(=O)c1ccc(OCC(=O)Nc2cccc([N+](=O)[O-])c2)cc1
  -6, 18, -1, 3, 4, 14, 18, -2, -1, -4
53: Cc1ccc(-c2nnn(CC(=O)N(c3ccccc3F)C(C(=O)NC3CCCC3)c3ccncc3)n2)o1 (stereo unspecified)
  0, 7, -7, -1, -2, -5, -21, 14, 2, x
54: O=c1ccn(Cc2ccc(F)cc2)c2ccnc(C(F)(F)F)c12
  14, -17, 3, -1, -2, 20, 2, 2, 1, 10
55: COC(=O)c1cc(-c2ccc(OC)cc2)n[nH]1
  7, -76, 6, 0, -1, -103, 20, -2, -1, 4
56: CC(=O)N=c1sccn1CC(O)c1ccccc1 (stereo unspecified)
  -3, -34, -13, -3, -3, -10, 1, 2, 2, 9

Screen by screen, from the results shown.
IEC-6 tox, compounds 37 to 41, in order: 0, 2, 7, 0, -4
GSK3beta inhib, compounds 37 to 41, in order: -1, 0, 2, 3, -1
GSK3 alpha inh, compounds 37 to 41, in order: 2, -3, -2, x, 0

Not all compounds are listed, so the mix of outcomes need not match the whole.
